From PubChem BioAssay
FN deposition inh = fibronectin deposition inhibition; AH1F fibroblasts, Alexa488-fibronectin deposition fluorescence, overnight; inhibition, % at 12.6 µM; hit rate 0.086% among 350,000;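 active means mean inhibition across replicates of 30% or more, regardless of how many single replicates reach that level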;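 further: positive control wells lacked labelled fibronectin entirely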
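Material: AH1F fibroblast monolayer depositing Alexa488-labelled fibronectin into matrix | Input: 10000 AH1F cells/well | Medium: DMEM plus 2% serum, read in PBS | Reagent: Alexa488-fibronectin, 24 nM final in well | Compound dosing: One dose per compound, pinned | Schedule: 1 h adhesion, overnight exposure | Measured by: Fluorescence at 485 nm excitation, 525 nm emission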
E-sel inducer = induces E-selectin expression in human endothelial cells. P16581. HUVEC E-selectin immunofluorescence imaging; normalized: neutral wells 0, TNF-alpha wells 100. activation, % at 7.58 µM. hit rate 0.37% among 260,000;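 active means mean E-selectin-positive cell signal at least 10% of the positive control, reached in at least 60% of replicates, without over 20% cell loss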;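 further: in these data hits start at about 27%; measured in HUVEC primary endothelial cells; signal is the percent of cells scored E-selectin positive by PE staining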
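Read-out: % PE-positive cells | Test system: HUVEC | Doses: One compound dose added by pin transfer | Buffer or medium: EGM-2 over gelatin coat | Signal: Immunofluorescence imaging | Benchmarks: TNF-alpha, DMSO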
EWS-Fli block = EWS/Fli transcriptional activity inhibition | A673 NR0B1-luciferase reporter, viability-normalised | inhibition, % at 12.6 µM | AID 651661 | hit rate 0.67% among 350,000;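 active means mean inhibition of at least 50% after viability correction, with every replicate also passing that limit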;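 further: firefly luciferase signal divided by Alamar Blue viability fluorescence both relative to DMSO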
esBAF inh = inhibitors of esBAF chromatin remodeling in mouse ES cells; Bmi1-luciferase knock-in reporter, 24 h; 100% = twice the neutral-well signal; reporter increase, % at 12.5 µM; hit rate 2% among 350,000; AID 602393; in the data active means activation above about 40%;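 further: 0% = median of the plate's neutral control wells and 100% = double that signal; a rise in the Bmi1 reporter signal indicates esBAF inhibition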
RAD52 inh = inhibitors of human RAD52 DNA annealing | AID 651710 | inhibition, % at 18.7 µM | hit rate 0.46% among 360,000 | recombinant RAD52 DNA annealing, FRET fluorescence | P43351;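 active means every replicate showing at least 50% inhibition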
Target sequence (P43351 whole entry, looked up): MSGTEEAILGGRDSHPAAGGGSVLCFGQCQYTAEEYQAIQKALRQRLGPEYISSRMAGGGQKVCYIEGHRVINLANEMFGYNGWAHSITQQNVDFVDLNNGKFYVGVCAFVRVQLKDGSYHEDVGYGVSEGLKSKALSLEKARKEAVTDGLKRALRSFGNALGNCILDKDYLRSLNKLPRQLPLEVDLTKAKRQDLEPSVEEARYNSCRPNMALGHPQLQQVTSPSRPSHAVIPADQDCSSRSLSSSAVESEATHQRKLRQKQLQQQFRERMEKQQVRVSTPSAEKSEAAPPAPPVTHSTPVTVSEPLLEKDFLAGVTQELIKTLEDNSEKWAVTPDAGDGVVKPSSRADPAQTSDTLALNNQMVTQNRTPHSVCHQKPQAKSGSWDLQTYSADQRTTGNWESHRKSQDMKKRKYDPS
S100A4 inh HTS = inhibitors of human S100A4 binding to myosin IIA peptide | P26447 | hit rate 0.14% among 360,000 | S100A4/TAMRA-MyoIIA peptide fluorescence polarization | inhibition, % at 10.7 µM;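 active means mean inhibition of at least 70% across replicates, with every replicate also reaching that level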
Target sequence (P26447 whole entry, looked up): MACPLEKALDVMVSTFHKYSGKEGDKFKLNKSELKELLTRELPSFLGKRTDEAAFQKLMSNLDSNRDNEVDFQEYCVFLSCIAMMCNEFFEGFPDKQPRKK
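Material: S100A4 monomer (human). Medium: Calcium-containing HEPES buffer, pH 7.2. Probe or stimulus: labelled myosin peptide probe, 5 nM. Compound dosing: one concentration per compound. Timing: polarization read 5 min after assay mix addition, stable 5–60 min. Benchmarks: DMSO as neutral control, TFP as positive control.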
XiGFP reactiv = activators of X-chromosome reactivation in mouse fibroblasts | activation, % at 7.58 µM | XiGFP mouse fibroblasts, % GFP-positive cells imaging, 3 d; cells co-treated with 5-aza-dC sensitizer; scaled so ellipticine positive control = 100% | hit rate 0.055% among 360,000;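 active means mean normalized replicate activation at least 10% and every replicate at or above 10%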;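 further: 0% = median of on-plate neutral control wells and 100% = ellipticine 6 µM median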
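Assay system – SV40-immortalized XiGFP fibroblast cells, line 68-5-11 · Buffer or medium – DMEM supplemented with 5-aza-dC as sensitizing agent · Dosing – one concentration, pinned · Benchmarks – positive control ellipticine, 6 µM final · Times – 3 days compound exposure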
RAD54 inh = inhibitors of human RAD54 branch migration; Q92698; RAD54 Holliday junction branch migration, FAM/BHQ fluorescence; inhibition, % at 10.4 µM; hit rate 0.14% among 360,000; AID 602329;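 active means mean normalized replicate activity at least 40 and at least half of replicates scoring 40 or more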;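 further: 0% = median of neutral control wells and 100% = median of positive control wells; inhibitors cause a drop in the FAM fluorescence signal; in these data hits start at about 50%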
* hit, by the source's call; nt = not tested or not shown; & = joins results of further samples.

SMILES	S100A4 inh HTS	EWS-Fli block	FN deposition inh	XiGFP reactiv	esBAF inh	E-sel inducer	RAD52 inh	RAD54 inh
NNC(=O)C1CC1c1ccccc1 (configuration not stated)	0	7	-3	-0.1	nt	-1.5	-3	2
CN(C)CCCN(C(=O)COc1ccccc1)c1nc2ccc(F)cc2s1	-6	-21	-3	0.3	nt	-0.3	13	nt
Cc1ccc(C(=O)O)cc1-c1ccc(C=C2C(=O)c3ccccc3C2=O)o1	-4	9	3	0.0	nt	nt	-26	nt
C[C@H](CO)N1C[C@H](C)[C@@H](CN(C)C(=O)CN(C)C)Oc2ncc(C#C[C@@H](C)O)cc2C1=O	8	-5	-1	-0.3	-4	0.0	-6	3
Fc1ccc(-c2nnn(Cc3ccccc3Cl)n2)cc1	0	-45	4	-0.1	31	0.1	-6	11
COc1ccccc1CNc1ncnc2cc(Cl)ccc12	-2	19	-1	0.2	nt	-0.4	-11	nt
Cn1c(N)c(C(=O)COC(=O)/C=C/c2cccc(F)c2)c(=O)n(C)c1=O	-10	2	6	0.0	0	nt	-10	1
CCOc1ccc(CCNC(=O)c2ccc3c(=O)[nH]c4c(C(=O)NC(C)C)sc(=S)n4c3c2)cc1	14	nt	1	0.0	1	nt	-14	2
COc1ccc(NC(=O)N2CC3(C2)CN(C(=O)C2CCC2)[C@H](CO)c2c3c3ccc(OC)cc3n2C)cc1	-7	4	nt	0.2	nt	0.0	8	nt
CC(C)C[C@H]1COCc2cn(nn2)CC[C@@H](Cc2ccccc2)C(=O)N1	8	-1	-10	0.0	nt	-0.1	-5	nt
COc1cccc(S(=O)(=O)Nc2ccc3c(c2)OC[C@@H](C)NC[C@@H](C)[C@@H](OC)CN(C)C3=O)c1	2	-2	2	0.2	-2	0.3	-10	-3
O=C(c1ccccc1O)N1N=C(c2ccccc2)CC1(O)C(F)(F)F (configuration not stated)	0	8	-1	0.1	nt	0.0	-25	nt
C[C@]12C=C[C@H](O)CC1=CCC1C2CC[C@@]2(C)C1CCC21OCCO1 (some centres not stated)	-5	12	-1	0.1	-3	-0.2	-10	9
CCCC(=O)Nc1cc(OC)c(NC(=S)Nc2ccc(CC)cc2)cc1OC	-6	-21	-9	0.0	13	nt	-13	-8
CO[C@H]1CN(C)C(=O)c2ccc(NC(=O)c3cnccn3)cc2OC[C@@H](C)N(C(=O)C2CC2)C[C@@H]1C	1	-6	nt	0.0	-6	-0.2	-13	-5
O=C(NCC(=O)N1CC=C(c2ccccc2)CC1)c1ccco1	-1	-25	3	0.2	nt	nt	-15	0
Cc1cccc(NC(=O)[C@H](C)NC(=O)[C@@H]2Cc3ccccc3CN2C(=O)OC(C)(C)C)c1	0	nt	7	-0.1	-2	nt	-15	0
C/C=C/c1ccc2c(c1)O[C@@H](CN(C)C(=O)Nc1ccc(C(F)(F)F)cc1)[C@@H](C)CN([C@H](C)CO)S2(=O)=O	-1	13	1	-0.3	-3	0.8	7	-4
COc1ccccc1N1CCN(c2ncnc3n[nH]c(Br)c23)CC1	-2	18	1	-0.1	nt	3.4	1	nt
CC(C)NC(=O)CSc1nc2ccccc2n1CC(=O)N(C(C)C)C(C)C	-17	-10	7	0.0	nt	1.0	-2	nt
Cn1cccc1CNC(=S)Nc1ccccc1F	3	-12	-11	0.0	nt	0.0	5	nt
c1cc2c(cc1-c1[nH]ncc1CN1C[C@H]3CC[C@H]1C3)OCO2	-10	-8	-1	0.1	2	nt	-7	-5
O=C(c1cccs1)N1CCCC(c2nc3c(nnn3Cc3ccccc3)c(=O)[nH]2)C1 (configuration not stated)	8	3	-6	0.0	3	3.4	-3	10
CCC(=O)NC(=S)Nc1ccc(NC(=S)NC(=O)c2ccc(C)cc2)cc1	-2	15	-2	0.0	nt	0.6	-22	nt

3 structures already listed, ordered by number of heavy atoms, smallest number first:
SMILES	S100A4 inh HTS	EWS-Fli block	FN deposition inh	XiGFP reactiv	esBAF inh	E-sel inducer	RAD52 inh	RAD54 inh
c1cc2c(cc1-c1[nH]ncc1CN1C[C@H]3CC[C@H]1C3)OCO2	-10	-8	-1	0.1	2	nt	-7	-5
CCC(=O)NC(=S)Nc1ccc(NC(=S)NC(=O)c2ccc(C)cc2)cc1	-2	15	-2	0.0	nt	0.6	-22	nt
Cc1cccc(NC(=O)[C@H](C)NC(=O)[C@@H]2Cc3ccccc3CN2C(=O)OC(C)(C)C)c1	0	nt	7	-0.1	-2	nt	-15	0

Rewritten with values under each structure: part of the list above
Order of results: S100A4 inh HTS, EWS-Fli block, FN deposition inh, XiGFP reactiv, esBAF inh, E-sel inducer, RAD52 inh, RAD54 inh
> C/C=C/c1ccc2c(c1)O[C@@H](CN(C)C(=O)Nc1ccc(C(F)(F)F)cc1)[C@@H](C)CN([C@H](C)CO)S2(=O)=O
  -1, 13, 1, -0.3, -3, 0.8, 7, -4
> COc1ccccc1N1CCN(c2ncnc3n[nH]c(Br)c23)CC1
  -2, 18, 1, -0.1, nt, 3.4, 1, nt

(list continues)
SMILES	S100A4 inh HTS	EWS-Fli block	FN deposition inh	XiGFP reactiv	esBAF inh	E-sel inducer	RAD52 inh	RAD54 inh
Cc1ccc(N(Cc2cc3ccc(C)cc3[nH]c2=O)C(=O)c2ccco2)cc1	40	5	-3	1.1	nt	-0.1	-26	nt
COc1ccc(N2CCN(S(=O)(=O)c3ccc4c(c3)CC(C)N4C(=O)C3CC3)CC2)cc1 (configuration not stated)	3	nt	2	0.2	-3	nt	-7	5
CCCCn1c(N)c(N(CCC(C)C)C(=O)COC(=O)Cc2ccc(Cl)cc2)c(=O)[nH]c1=O	-3	1	1	0.0	-5	-0.4	-23	-7
COc1ccc(NC(=O)Nc2ccc3c(c2)C(=O)N([C@@H](C)CO)C[C@@H](C)[C@H](CN(C)S(=O)(=O)c2ccc(F)cc2)OCCCC[C@@H](C)O3)cc1	-15	8	-10	0.1	12	nt	19	-5
COc1cccc(C(=O)Nc2ccc3c(c2)C(=O)N(C)C[C@@H](OC)[C@H](C)CN(C(=O)C2CC2)[C@H](C)CO3)c1	8	-3	10	0.1	-5	0.4	13	4
Cc1csc(C(C)N(C)C(=O)CCc2nnc(CCc3ccccc3)o2)n1 (configuration not stated)	-4	-8	4	0.0	2	-0.3	2	0
COc1cc(C(=O)NNC(=O)C2CSC3(C)CCC(=O)N23)cc(OC)c1OC (configuration not stated)	-2	3	13	0.0	6	-0.4	2	16
COc1ccc(S(=O)(=O)Nc2ccc3c(c2)C(=O)N([C@H](C)CO)C[C@@H](C)[C@@H](CN(C)S(=O)(=O)c2c(C)noc2C)OCCCC[C@H](C)O3)cc1	0	13	3	-0.1	11	nt	-27	-4
Cc1c(C(=O)N(Cc2ccccc2)Cc2cccs2)cnn1-c1ccc(Cl)cc1	-25	9	1	0.2	nt	nt	1	-1
CC(=O)Nc1cc(-c2ccccc2)cn2c(-c3cccc(C(C)=O)c3)cnc12	-2	2	9	0.0	0	-0.1	-38	-5
C[C@H](O)C#Cc1cnc2c(c1)C(=O)N([C@@H](C)CO)C[C@H](C)[C@@H](CN(C)C(=O)c1ccc(F)cc1)O2	-1	-11	nt	-0.3	3	0.8	-1	2
COc1ccccc1-c1cn(CC[C@H]2CC[C@H](NC(=O)C3CCCCC3)[C@@H](CO)O2)nn1	7	6	-7	-0.1	3	0.9	-10	-2
Cc1ccccc1C(=O)NCC(=O)NC1CC1	-1	-6	11	0.1	-7	nt	-3	-12
COc1cccc(OC)c1C(=O)Nc1ccc(C(=O)c2ccncc2)cc1	4	-2	-1	0.3	8	nt	-20	-5
O=C(C[C@@H]1CC[C@@H]2[C@H](COC[C@H](O)CN2S(=O)(=O)c2ccccc2F)O1)NCc1ccccc1F	-24	2	-8	1.3	11	-0.1	1	-4
COc1ccc(C(=O)c2c(C)c3cc(C)ccc3n2CC(O)CN2CCOCC2)cc1 (configuration not stated)	-17	5	1	0.4	nt	nt	30	nt
OC(CNCc1ccc(-c2ccccc2)cc1)c1ccccc1 (configuration not stated)	-16	10	3	0.1	-3	nt	-4	nt
CC(C)(C)c1ccc(-n2nc(C(N)=O)c(O)cc2=O)cc1	2	6	-5	0.2	-13	nt	-33	-6
COc1ccc(Nc2nc(C)cc(C)c2C#N)c(OC)c1	-1	11	-16	0.0	-6	nt	-10	-16
C[C@@H]1CN([C@H](C)CO)C(=O)c2cc(C#C[C@@H](C)O)cnc2O[C@H]1CN(C)C(=O)c1ccc(F)cc1	-3&49	-2&-12	1	0.1&-0.3	0	0.2&-0.1	-11&-3	8
CCN(Cc1nc2ccccc2c(=O)[nH]1)C(=O)COc1ccccc1-c1ccccc1	0	11	5	-1.1	-1	-0.2	-20	-4
O=C(CN(Cc1ccccc1)C(=O)CCC(=O)Nc1nccs1)NCc1ccccc1	0	-7	-2	0.4	-4	-0.3	-12	nt
Cn1cccc1/C=N/NC(=O)CSc1nc2ccccc2n1C	0	-3	-5	0.0	nt	6.0	-2	nt
CCCN(CCC)C(=O)Cn1c(=O)n(CCCC(=O)NCc2ccco2)c(=O)c2sccc21	6	3	9	0.2	5	nt	-9	nt
C[C@H](CO)N1C[C@H](C)[C@@H](CN(C)S(C)(=O)=O)Oc2ccc(NC(=O)Nc3ccc(F)cc3)cc2C1=O	-2	-6	nt	-1.0	-4	13	12	2
Cc1nc(N2CCN(S(=O)(=O)c3ccc(Br)cc3)CC2)c2c(C)c(C)sc2n1	-1	12	4	0.0	-3	1.3	-5	-4
O=C(NCc1n[nH]c(=S)n1-c1ccc(Cl)c(Cl)c1)c1ccc(S(=O)(=O)N2CCCCC2)cc1	-4	10	-6	nt	-8	nt	-10	-10
COC(=O)c1ncccc1SC	1	-4	-9	0.0	-10	nt	3	0
N#C[C@@H]1[C@H](c2ccccc2C2=CCCCC2)[C@@H](CO)N1C(=O)c1cccc(F)c1	2	-2	-3	0.2	nt	0.0	16	nt
COc1cc(C(C)=O)ccc1Oc1ccc(S(=O)(=O)N2CCOCC2)cn1	-13	2	5	-0.1	2	nt	-6	5
COc1cccc(C(=O)N(C)Cc2c(C)nn(C3CCS(=O)(=O)C3)c2C)c1 (configuration not stated)	-4	3	-6	0.0	-1	nt	-6	0
COC(=O)c1ccccc1S(=O)(=O)N1CCCC(c2nc3c(nnn3Cc3ccc(C)cc3)c(=O)[nH]2)C1 (configuration not stated)	5	0	-8	0.0	6	nt	-11	8
Cc1noc(C)c1NC(=O)N[C@@H]1C=C[C@H](CC(=O)Nc2ccccc2)O[C@H]1CO	-64	-4	nt	-0.1	2	0.0	-1	0
Cc1[nH]c2ccccc2c1CN1CCN(c2ccccn2)CC1	-1	14	0	0.1	nt	0.5	-7	3
Cc1c(N=C2N=C(NC(=O)c3ccc(F)cc3)c3ccccc32)c(=O)n(-c2ccccc2)n1C	-7	-9	1	0.0	nt	-0.1	-439	nt
CCN(C(=O)COC(=O)c1ccc(=O)n(Cc2ccccc2)n1)C1CCCCC1	1	0	0	0.2	0	-0.1	-12	2
CCCN(C)C[C@@H]1OCCCC[C@H](C)Oc2ccc(NC(=O)CCCN(C)C)cc2C(=O)N([C@H](C)CO)C[C@@H]1C	-15	-6	-24	0.2	-9	0.4	4	-6
CSCCC(NC(=O)c1ccccc1)C(=O)N1CCN(C(=O)c2ccccc2)CC1 (configuration not stated)	-6	0	1	-0.2	4	nt	-8	-6
